# Compound activity (PubChem BioAssay)
# HMGR II inh – inhibitors of E. faecalis class II HMGR, primary screen, biochemical, Enterococcus faecalis. 190,000 compounds, 0.41% hits. inhibition, % at 10 µM. HMG-CoA reductase (Enterococcus faecalis, mvaE). AID 1066, 2008. purified E. faecalis HMGR, NADPH absorbance 340 nm kinetic;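 active = inhibition above a set limit, the median over all tested compounds plus 3 SD, cut at about 9.5% in these data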;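 note: enzyme runs in reverse so mevalonate oxidation gives rising NADPH absorbance; 0% = complete reaction with DMSO and 100% = background rate lacking mevalonate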
# TNAP inh noacc – human TNAP enzyme inhibitors, primary screen, biochemical, luminescent, no phosphate acceptor, uHTS; Alkaline phosphatase, tissue-nonspecific isozyme (Homo sapiens), P05186; 200,000 compounds, 0.26% hits; AID 1012, 2008; purified TNAP, CDP-star luminescence, 30 min; inhibition, % at 20 µM;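 active = tissue-nonspecific alkaline phosphatase inhibition above about 50% at 20 µM in the single-dose screen, limit read from the data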;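 note: 0% = DMSO negative control and 100% = EDTA positive control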
# Target sequence (P05186 whole entry, looked up): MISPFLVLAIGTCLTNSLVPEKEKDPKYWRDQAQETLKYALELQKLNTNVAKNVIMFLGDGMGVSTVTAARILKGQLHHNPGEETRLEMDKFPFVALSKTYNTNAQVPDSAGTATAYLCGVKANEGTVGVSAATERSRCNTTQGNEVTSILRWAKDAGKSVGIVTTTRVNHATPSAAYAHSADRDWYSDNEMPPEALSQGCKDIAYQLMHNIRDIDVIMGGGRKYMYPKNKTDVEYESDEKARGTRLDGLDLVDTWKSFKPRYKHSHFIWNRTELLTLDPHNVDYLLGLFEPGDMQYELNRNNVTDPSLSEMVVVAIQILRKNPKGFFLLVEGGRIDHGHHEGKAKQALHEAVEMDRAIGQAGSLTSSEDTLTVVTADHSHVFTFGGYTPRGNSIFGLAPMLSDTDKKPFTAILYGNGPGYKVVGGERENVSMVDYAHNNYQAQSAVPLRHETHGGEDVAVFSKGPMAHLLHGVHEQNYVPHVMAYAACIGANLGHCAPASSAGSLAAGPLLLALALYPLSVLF
# PMI act satM6P – human PMI activators, high substrate, primary screen, biochemical, fluorescence intensity, near-saturating mannose 6-phosphate. AID 1216, 2008. coupled PMI enzyme assay, resazurin fluorescence, 20 min; active compounds read high; 1 = untreated enzyme, 0 = substrate-free blank. 190,000 compounds, 0.34% hits. activation factor at 20 µM;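 active = activation factor of 2 or more at 20 µM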
# Target sequence (P34949 whole entry, looked up): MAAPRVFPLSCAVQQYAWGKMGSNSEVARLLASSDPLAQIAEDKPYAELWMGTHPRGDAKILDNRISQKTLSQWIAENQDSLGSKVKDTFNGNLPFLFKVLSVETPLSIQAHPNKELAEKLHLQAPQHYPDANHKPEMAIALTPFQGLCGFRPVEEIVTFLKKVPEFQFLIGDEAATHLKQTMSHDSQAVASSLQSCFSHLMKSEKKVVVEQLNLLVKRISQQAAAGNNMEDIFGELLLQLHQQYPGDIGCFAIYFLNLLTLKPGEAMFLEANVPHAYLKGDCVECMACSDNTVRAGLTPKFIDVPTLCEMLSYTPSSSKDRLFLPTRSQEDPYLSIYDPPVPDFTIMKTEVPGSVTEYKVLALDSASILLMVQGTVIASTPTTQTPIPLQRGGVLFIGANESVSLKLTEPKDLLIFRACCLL
#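 assay system = human phosphomannose isomerase with PGI, G6PDH, diaphorase coupling enzymes | quantity = 15 ng/mL PMI | incubation = enzyme reaction with compound 20 min at room temperature | medium = HEPES pH 7.4 buffer with MgCl2 and Tween-20 | compound dosing = one concentration, 20 µM, in 1% DMSO | measured by = Diaphorase-driven resazurin-to-resorufin fluorescence, excitation 544, emission 590 nm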
# TNAP act hi DEA – TNAP activators at high phosphate acceptor level, primary screen, biochemical, luminescence, uHTS | activation factor at 20 µM | purified TNAP, CDP-star luminescence, 1 M DEA, 30 min; active compounds read high; 0 = EDTA background, 1 = DMSO-only activity | Alkaline phosphatase, tissue-nonspecific isozyme (Homo sapiens), P05186 | 200,000 tested, under 10 active;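 active = activation factor at least 2 at 20 µM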
#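 Measured by: Luminescent substrate turnover signal | Test system: Human TNAP | Input: TNAP 1/800 final | Dosing: 20 µM single point | Schedule: 30 min, room temperature | Controls: EDTA wells as negative control, DMSO wells as positive control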
# Diaphorase inh – diaphorase inhibitors and chemical oxidizers, primary screen, counter-screen for diaphorase-coupled primary assays, biochemical, uHTS, resorufin fluorescence | diaphorase resazurin-to-resorufin fluorescence, NADH, 16 min; bacterial (C. kluyveri) enzyme, not human | 190,000 compounds, 0.69% hits | inhibition, % at 20 µM;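 active = primary screen inhibition at 20 µM above a set limit, cut at about 50% in these data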;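 note: plate controls were DMSO with full reaction for no effect and wells lacking NADH for full effect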
#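 Test system: bacterial diaphorase enzyme (C. kluyveri); Quantity: 0.14 U/mL diaphorase, enzyme working solution; Times: reaction incubation of 16 min at room temperature; Measured by: fluorescence of resorufin formed from resazurin, Ex 544/Em 590 nm; Benchmarks: positive control minus NADH, DMSO neutral control.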
# FLuc stim CS – FLuc activators, initial screening, artefact control for FLuc-dependent activation tests, biochemical, ATPlite luminescence. Luciferin 4-monooxygenase (Photinus pyralis), P08659. ATPlite luciferase biochemical, 10 min; 0 = ATP-free wells, 1 = DMSO control. activation factor at 10 µM. 200,000 tested, under 10 active;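 active = luciferase activation factor, scaled between plate controls, of at least 2 with compound at 10 µM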
#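 Assay system: Luciferase/luciferin detection reagent, cell-free biochemical luciferase assay / Also added: ATP substrate / Schedule: 10 min at ambient temperature / Measured by: luminescence measurement of luciferase light output / Benchmarks: low control with PBS replacing ATP, high control enzyme plus ATP without compound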
# PMI act – activators of human PMI, primary screen, biochemical, fluorescence intensity, near-Km mannose 6-phosphate; activation factor at 20 µM; 190,000 compounds, 0.005% hits; AID 1214, 2008; purified human PMI, coupled resazurin fluorescence, 20 min; active compounds read high; 1 = vehicle control, 0 substrate-free wells;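 active = activation factor of 2 or more at 20 µM, relative to plate controls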
# G6PDH CS – L. mesenteroides G6PDH inhibitors, counter-screen for G6PDH-coupled screening assays, biochemical, Leuconostoc mesenteroides enzyme; glucose-6-phosphate dehydrogenase [Leuconostoc mesenteroides]; Purified L. mesenteroides G6PDH, diaphorase/resazurin coupled fluorescence, 45 min; inhibition, % at 5 µM; 200,000 compounds, 0.12% hits; AID 1020, 2008; in the data active = inhibition above about 50%
# Diaphorase act – compounds boosting diaphorase resazurin reduction – biochemical, uHTS, resorufin fluorescence, counter-screen for diaphorase-coupled primary assays, primary screen. Diaphorase/resazurin coupled assay, 16 min; active compounds read high; 1 = vehicle wells, 0 = NADH-free wells. activation factor at 20 µM. 190,000 compounds, 0.005% hits. AID 1229, 2008;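 active = diaphorase activity raised at least twofold by the compound at 20 µM; inactive = activation factor below 2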
#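 Material: Clostridium kluyveri diaphorase, purified enzyme; Quantity: enzyme 0.07 U/mL final; Medium: HEPES pH 7.4 buffer with MgCl2 and Tween 20; Dosing: single compound dose of 20 µM, 1% DMSO final; Schedule: 16 min reaction at room temperature; Measured by: red resorufin fluorescence at 544/590 nm excitation/emission.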
# TNAP inh hiacc – human TNAP enzyme inhibitors, primary screen, biochemical, luminescent, high phosphate acceptor level, uHTS; purified TNAP, CDP-star luminescence, 1 M DEA; Alkaline phosphatase, tissue-nonspecific isozyme (Homo sapiens), P05186; 200,000 compounds, 0.03% hits; inhibition, % at 20 µM;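 active = over 50% inhibition of tissue-nonspecific alkaline phosphatase at 20 µM in the single-dose screen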;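 note: plate controls were DMSO wells for no effect and EDTA-quenched wells as full inhibition for full effect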
# * marks the source's active call; other numbers are inactive results; . = not tested or not shown.
SMILES,HMGR II inh,TNAP inh noacc,PMI act satM6P,TNAP act hi DEA,Diaphorase inh,FLuc stim CS,PMI act,G6PDH CS,Diaphorase act,TNAP inh hiacc
Cc1cccc2sc(NC(=O)C3CCCN(S(=O)(=O)c4cccc5nonc45)C3)nc12 (configuration not stated),4.6,-1.5,1,1,1.4,1.1,1,7.7,1,0.7
COc1ccc(-c2cn(/N=C/c3ccc(Cl)cc3Cl)c(N)n2)cc1,1.9,-6.5,1.2,1.1,14.9,1,1.1,-4.7,0.9,-7.2
CCCC(=O)C1=C(O)C(C(=O)OC)C(C)(C)CC1=NC(C)(C)C (configuration not stated),-8.2,-10.1,1.1,1,-5.0,1,1,-3.2,1.1,-3.1
COc1ccc(C(=O)NCc2ccc(-c3nc4ccccc4s3)cc2)cc1OC,-8.8,6.0,1,1,7.4,0.9,1,1.1,0.9,-2.2
Cc1cccc(N(C(=O)CNC(=O)c2ccco2)C(C(=O)NCC2CCCO2)c2ccccc2)c1 (configuration not stated),-1.8,-5.5,0.9,1,17.9,1,0.9,3.5,0.8,-2.8
Cc1nc(NC2=NCN(Cc3cccnc3)CN2)nc2ccccc12,.,5.7,1,1.1,4.8,1.1,1,5.7,1,-6.5
CCOC(=O)N1CCC(NC(=O)C2CCCN(Cc3nc(-c4cccc(Cl)c4)oc3C)C2)CC1 (configuration not stated),-6.2,3.3,0.9,1.1,10.2,1.1,1,-5.9,0.9,-8.3
O=C(CCc1ccccc1)NCc1ccccc1,1.3,-1.0,1,1,6.2,1.1,1,8.3,0.9,-2.3
OCCNCCCCOc1cccc(Br)c1,3.7,-0.6,0.9,1,0.1,1,0.9,15.6,1,-0.5
Cc1oc(-c2ccccc2Cl)nc1CS(=O)CC(=O)NCc1cccs1 (configuration not stated),-7.9,-15.2,1,1.1,16.6,1,1,1.9,0.8,-8.2
COc1ccc(NS(=O)(=O)c2cccc(C(=O)OCC(=O)Nc3cc(C)on3)c2)cc1,4.1,-8.8,1,1,8.2,1,0.9,3.4,0.9,-0.1
Cn1cccc1Cc1nnc(SCC(=O)N2CCCCCC2)n1CCc1ccccc1,-2.1,-18.2,1,1.1,22.7,1,1,10.5,0.8,-6.0
CCN(CC)S(=O)(=O)c1cccc(C(=O)N/N=C2\CC(=O)CC(C)(C)C2)c1,-3.4,-23.2,0.9,1,1.6,1,1.1,1.8,1,1.2
CCCS(=O)(=O)N1CCCC(C(=O)NCCN(CC)c2ccccc2)C1 (configuration not stated),0.0,6.4,1.1,0.9,-8.4,0.9,1,-4.3,1.1,8.1
Cc1nn(-c2ccccc2)c2c1C(c1cccc([N+](=O)[O-])c1)N(c1ccccc1)C(=O)N2 (configuration not stated),-2.4,-13.7,1,1,16.3,1.1,0.9,5.4,0.8,-0.3
Cc1ccc(S(=O)(=O)Nc2ccc3c(c2)ncn3C(C)(C)C)cc1,1.3,-1.9,1,1,12.6,1.1,1,-3.4,0.9,-2.9
O=C(Nc1ccn(Cc2c(F)c(F)c(F)c(F)c2F)n1)c1ccc(COc2ccccc2Cl)cc1,-3.6,-1.8,1,1.1,10.5,1.1,0.9,0.6,0.9,-10.9
COc1cccc(CN2C(=O)CCC2(C)C(=O)NC2CCCCC2)c1 (configuration not stated),3.6,-10.7,0.9,1,15.3,1.1,0.9,-8.0,0.8,-0.6
Cc1ccc(S(=O)(=O)N2CCCC2C(=O)O)cc1 (configuration not stated),7.7,-6.6,1,1.1,-1.9,1,1,8.4,1,-7.8
Nc1c(C(=O)NCc2ccccc2)sc2nc3c(cc12)C(=O)CCC3,2.3,-6.2,0.9,1,15.7,1.1,0.8,1.8,0.8,-3.3
CCOc1nc(N2CCOCC2)nc(N2CCOCC2)n1,-1.5,-14.1,1,1,6.3,1,1,8.5,0.9,-0.7
COc1cc2c(cc1NC(=O)COC(=O)CNC(=O)c1ccccc1)oc1ccccc12,1.4,-8.5,0.9,1,4.5,1,0.9,6.0,1,2.7
COc1ccc2c(c1)nc(SCC(C)O)n2C (configuration not stated),1.5,-12.6,0.9,1,5.2,1,0.8,13.5,0.9,1.2
CCOC(=O)NC(Nc1cc(C)ccn1)(C(F)(F)F)C(F)(F)F,-4.6,-5.3,1,1.1,7.7,1.1,1,8.4,0.9,-10.7
CC(N=Cc1cc([N+](=O)[O-])ccc1O)c1ccccc1 (configuration not stated),2.1,1.4,0.6,1,19.4,1,0.8,7.3,0.8,2.0

# Taken from the results shown (3 entries):
SMILES,HMGR II inh,TNAP inh noacc,PMI act satM6P,TNAP act hi DEA,Diaphorase inh,FLuc stim CS,PMI act,G6PDH CS,Diaphorase act,TNAP inh hiacc
Cc1oc(-c2ccccc2Cl)nc1CS(=O)CC(=O)NCc1cccs1 (configuration not stated),-7.9,-15.2,1,1.1,16.6,1,1,1.9,0.8,-8.2
COc1ccc(NS(=O)(=O)c2cccc(C(=O)OCC(=O)Nc3cc(C)on3)c2)cc1,4.1,-8.8,1,1,8.2,1,0.9,3.4,0.9,-0.1
Cn1cccc1Cc1nnc(SCC(=O)N2CCCCCC2)n1CCc1ccccc1,-2.1,-18.2,1,1.1,22.7,1,1,10.5,0.8,-6.0

# Carrying on:
SMILES,HMGR II inh,TNAP inh noacc,PMI act satM6P,TNAP act hi DEA,Diaphorase inh,FLuc stim CS,PMI act,G6PDH CS,Diaphorase act,TNAP inh hiacc
O=C(COC(=O)c1ccccc1C(=O)c1ccccc1)Nc1ccc(SC(F)F)cc1,-2.5,13.2,0.9,1,28.7,1,0.8,9.6,0.7,-1.4
CCOC(=O)C1=C(C)NC(=O)CC1c1ccccc1 (configuration not stated),0.4,-6.7,0.9,1,8.3,1,0.9,6.7,0.9,-2.0
Cc1ccc(CCNC(=O)C2CC(c3ccccc3[N+](=O)[O-])=NO2)cc1 (configuration not stated),-2.3,-9.1,0.9,1,20.1,1,0.9,9.3,0.8,-3.4
O=C(NCC1CCCO1)C(c1ccncc1)N(Cc1ccc(F)cc1)C(=O)CN1C(=O)c2ccccc2S1(=O)=O (configuration not stated),-2.0,-16.0,1.1,1,6.6,1.1,1,1.7,0.9,-1.4
CN(c1ccccc1)S(=O)(=O)c1cc(C(=O)OCC(=O)N2CCN(C(=O)c3ccco3)CC2)ccc1Cl,3.5,-6.0,1.1,1,15.8,1.1,1.2,2.7,0.8,-4.9
COc1cccc(OCc2cc(/C=N/NC(=O)c3nc(Cl)c(Cl)c(N)c3Cl)ccc2OC)c1,-0.1,-17.3,1,1.1,17.3,1,1,0.9,0.8,-8.6
O=C(c1ccco1)N(Cc1cc2ccccc2[nH]c1=O)C1CCCCC1,-2.3,-10.7,1,1.1,16.5,1.1,0.9,-1.6,0.8,-5.9
COc1cccc(NC(=O)CSc2nc3ccccc3c3nc4ccccc4n23)c1,-0.4,-31.3,1,1,-8.7,1,0.9,11.3,1.1,-0.2
O=C(COC(=O)Cc1ccccc1F)Nc1ccc2c(c1)OCCO2,4.6,-1.5,0.9,1,8.9,0.9,0.8,1.4,0.9,-1.6
COc1ccccc1C(=O)Nc1ccc2c(c1)nc(CN1CCCCC1)n2C,-4.8,-7.2,0.8,1,7.2,0.9,0.9,-4.2,0.9,3.7
Cc1ncsc1C(=O)Nc1nc2c(s1)CCCC2,-3.1,-10.4,1,1,-8.5,0.5,1,5.7,1.1,-3.5
CC(=O)c1ccc(NC(=O)CSc2ccc3nnc(-c4cccnc4)n3n2)cc1,-1.2,-8.1,1.1,1,-0.4,1.1,1.2,5.5,1,-2.3
Cn1c(=O)n(C)c2cc(NC(=O)C(F)(F)F)ccc21,-5.0,-9.9,0.9,1,15.9,1.1,0.9,18.4,0.8,-2.4
COc1cc(NS(=O)(=O)c2ccc(NC(=S)NC(=O)c3sc4cc(F)ccc4c3Cl)cc2)nc(OC)n1,-0.2,14.7,1,1,24.1,1,0.7,-19.8,0.8,4.0
CC1CCN(C(=O)COc2cccc3c2CCN(C)C3=O)CC1,-1.0,-11.4,1,1,0.2,1,1,3.6,1,1.3
COC(=O)c1c(S(C)(=O)=O)nc(-c2ccccc2)[nH]c1=O,-0.5,-13.0,1,1.1,12.4,1,1.1,-0.1,0.9,-6.8
Cc1ccc(S(=O)(=O)N2CCCC2C(=O)n2nc(C)cc2C)cc1 (configuration not stated),-0.9,-7.9,1,1,-5.8,1,0.9,7.8,1.1,-1.1
C/C(CC(=O)NC1CCCC1)=N\NC(=O)C1CCCCC1,-1.8,-6.6,1,1,9.4,1,1,7.7,0.9,-1.6
Cc1nc(-c2ccccc2)sc1-c1nc(-c2cccnc2)ncc1S(=O)(=O)c1ccccc1,-2.0,-14.9,0.9,1,29.2,1.1,0.9,0.5,0.7,-4.3
Clc1cccc(-c2ccc(C=Nc3ccc(N4CCOCC4)cc3)o2)c1,-2.4,-4.5,0.7,1,17.1,1,0.7,9.5,0.8,-3.3

# Arranged by value in PMI act (highest first): some entries from above
molecule	HMGR II inh	TNAP inh noacc	PMI act satM6P	TNAP act hi DEA	FLuc stim CS	PMI act	TNAP inh hiacc
COC(=O)c1c(S(C)(=O)=O)nc(-c2ccccc2)[nH]c1=O	-0.5	-13.0	1	1.1	1	1.1	-6.8
O=C(NCC1CCCO1)C(c1ccncc1)N(Cc1ccc(F)cc1)C(=O)CN1C(=O)c2ccccc2S1(=O)=O (configuration not stated)	-2.0	-16.0	1.1	1	1.1	1	-1.4
COc1cccc(NC(=O)CSc2nc3ccccc3c3nc4ccccc4n23)c1	-0.4	-31.3	1	1	1	0.9	-0.2
